Dyrk1A ADPGlo: rat Dyrk1A kinase inhibitors, primary screen, biochemical, single point, plate reader; inhibition, % at 12.5 µM; AID 504441, 2011; Dual specificity tyrosine-phosphorylation-regulated kinase 1A (Rattus norvegicus), Q63470; ADP-Glo luminescence, NFATc1 peptide; 310,000 compounds, 0.43% hits; in the data active = inhibition above about 50%;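 note: plate controls were vehicle with enzyme for no effect and no enzyme for full effect; many of its hits are not listed in these tables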
TRPC4 potent: positive allosteric modulators of TRPC4, primary screen, cell-based, mouse TRPC4beta, HEK293 mu-opioid, Fluo-4 calcium. DAMGO EC20, Fluo-4 Ca2+ flux; active compounds read high. B-score at 10 µM. 310,000 compounds, 0.42% hits;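 active = B-score of calcium response area above 5 SD of library B-scores, with initial fluorescence ratio within 5 SD of library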;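 note: B-score of integrated fluorescence ratio over time as area under calcium response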
ANO1 block: TMEM16A chloride channel inhibitors, primary screen, cell-based, HTS; AID 588511, 2011; 310,000 compounds, 1.2% hits; HEK293 TMEM16A/YFP iodide influx fluorescence, ionomycin; Anoctamin-1 (Mus musculus), Q8BHY3; normalized B-score (activity score, 25-100; higher = stronger inhibition) at 10 µM;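 active = ratio plate-corrected score three or more library SD toward inhibition, starting fluorescence score within five deviations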;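 note: score derived from kinetic fluorescence span divided by baseline fluorescence per well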
HDAC3 inh: HDAC3 deacetylase inhibitors, primary screen, biochemical, fluorescence, cell-free homogeneous | Histone deacetylase 3 (Homo sapiens), O15379 | 320,000 compounds, 0.15% hits | inhibition, % at 8.3 µM | recombinant HDAC3, fluorogenic peptide/trypsin coupled; in the data active = inhibition above about 26%, passing the limit was not always enough
KCNK3 block: human KCNK3 channel inhibitors, primary screen, CHO cells, FluxOR thallium flux, B-score; FluxOR fluorescence; active compounds read low; 340,000 compounds, 0.84% hits; B-score at 10 µM; AID 602410, 2012;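 active = B-score under library mean minus 4 SD, starting fluorescence ratio at most library mean plus 5 SD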;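 note: more negative B-score means stronger inhibition of thallium flux through KCNK3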
hERG rescue: hERG rescue from dofetilide block, primary screen, cell-based, CHO-hERG, FluxOR thallium flux, dofetilide IC70; Voltage-gated inwardly rectifying potassium channel KCNH2 (Homo sapiens), Q12809; dofetilide IC70 present; activation (rescue from dofetilide block), less the hit threshold, % at 10 µM; 310,000 compounds, 0.51% hits; AID 1511, 2009;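 active = activation above the mean of controls blocked by dofetilide plus 5 SD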;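 note: thallium influx through hERG after potassium depolarization seen as dye fluorescence rise; in these data hits start at about 4.7%; inactives centre near -7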
Target sequence (Q12809 whole entry, looked up): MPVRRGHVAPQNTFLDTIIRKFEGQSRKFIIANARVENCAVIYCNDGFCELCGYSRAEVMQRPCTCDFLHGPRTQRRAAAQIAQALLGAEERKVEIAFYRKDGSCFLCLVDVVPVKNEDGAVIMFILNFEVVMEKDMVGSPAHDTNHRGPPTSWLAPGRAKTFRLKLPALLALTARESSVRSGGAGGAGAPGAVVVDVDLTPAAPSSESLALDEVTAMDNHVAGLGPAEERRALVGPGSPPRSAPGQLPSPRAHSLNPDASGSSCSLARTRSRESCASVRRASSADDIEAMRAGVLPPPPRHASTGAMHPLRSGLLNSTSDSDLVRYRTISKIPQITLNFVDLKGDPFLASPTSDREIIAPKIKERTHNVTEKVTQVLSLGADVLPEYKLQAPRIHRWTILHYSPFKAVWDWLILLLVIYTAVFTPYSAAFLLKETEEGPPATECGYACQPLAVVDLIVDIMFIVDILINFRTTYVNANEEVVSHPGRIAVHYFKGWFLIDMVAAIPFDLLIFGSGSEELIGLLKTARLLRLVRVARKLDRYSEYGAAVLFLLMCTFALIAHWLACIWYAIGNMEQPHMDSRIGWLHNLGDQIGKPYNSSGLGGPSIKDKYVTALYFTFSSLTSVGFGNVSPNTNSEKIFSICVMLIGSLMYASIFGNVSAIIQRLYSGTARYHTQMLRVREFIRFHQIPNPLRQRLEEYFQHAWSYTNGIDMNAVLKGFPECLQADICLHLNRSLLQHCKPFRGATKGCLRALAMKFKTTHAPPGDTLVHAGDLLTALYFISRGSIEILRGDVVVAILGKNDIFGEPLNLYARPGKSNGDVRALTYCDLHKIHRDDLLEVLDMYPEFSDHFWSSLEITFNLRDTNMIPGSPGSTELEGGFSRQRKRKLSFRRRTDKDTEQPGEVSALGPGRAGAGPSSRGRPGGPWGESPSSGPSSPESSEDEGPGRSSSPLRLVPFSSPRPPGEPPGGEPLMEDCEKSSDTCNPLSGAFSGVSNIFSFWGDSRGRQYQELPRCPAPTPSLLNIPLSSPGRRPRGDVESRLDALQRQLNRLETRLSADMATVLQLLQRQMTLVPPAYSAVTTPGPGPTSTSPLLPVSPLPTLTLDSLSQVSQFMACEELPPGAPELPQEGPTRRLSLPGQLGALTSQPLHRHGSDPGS
TRPC4 act: activators of mouse TRPC4 channel, primary screen, Fluo4 calcium, HEK293 TRPC4beta/mu-opioid cells; B-score at 10 µM; Short transient receptor potential channel 4 (Mus musculus), Q9QUQ5; AID 2237, 2010; 310,000 compounds, 0.49% hits; Fluo4 calcium fluorescence; active compounds read high;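 active = B-score above 5 SD of library B-scores, and initial fluorescence ratio not above library mean plus 5 SD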;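 note: positive B-score marks a calcium rise read as TRPC4 activation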
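System: HEK293 cells stably co-expressing mouse TRPC4beta and mu-opioid receptor; Schedule: Fluo4 dye loading 45 min at room temperature, 110 s recording; Detection: Fluo4 fluorescence, kinetic; Evaluation: B-scored integrated calcium fluorescence ratio; Controls: buffer (low) and maximal DAMGO (high).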
TMEM16A act: TMEM16A chloride channel activators or potentiators, primary screen, cell-based, HTS; Anoctamin-1 (Mus musculus), Q8BHY3; HEK293 TMEM16A/YFP-H148Q/I152L, iodide quench fluorescence; active compounds read low; B-score at 10 µM; 340,000 compounds, 0.3% hits;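 active = fluorescence-ratio B-score plate-corrected deviation score at least 3 library SD below zero, with starting fluorescence score within 5 deviations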;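 note: channel opened by trigger with iodide after compound preincubation; score built on the fluorescence ratio of max minus min over baseline; more negative score means more quench and so TMEM16A activation or potentiation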
KCNQ1 pot: potentiators or activators of KCNQ1 channel, primary screen, cell-based, thallium flux, high-throughput | AID 2648, 2010 | CHO-K1 KCNQ1, thallium flux FluxOR fluorescence; active compounds read high | Potassium voltage-gated channel subfamily KQT member 1 (Homo sapiens), P51787 | 310,000 compounds, 0.35% hits | B-score at 10 µM;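 active = fluorescence ratio B-score, a plate-corrected score, at least three library SD, with initial intensity B-score within 5 SD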
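Material: CHO-K1 cells stably expressing KCNQ1. Medium: assay buffer for compound exposure, DMSO matched across wells. Reagent: K+/Tl+ depolarizing stimulus. Compound dosing: single-concentration screen. Times: 37 °C overnight plating, 90-min dark dye load, 20-min compound pretreatment. Technique: FluxOR Tl+ flux fluorescence.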
KCNQ1 block: inhibitors of human KCNQ1 channel, primary screen, cell-based, thallium flux, high-throughput; 310,000 compounds, 1.3% hits; B-score at 10 µM; AID 2642, 2010; CHO-K1 KCNQ1, FluxOR thallium flux fluorescence; active compounds read high;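 active = compounds whose thallium flux B-score, printed positive for inhibition, exceeds three library SD while starting fluorescence stays within three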;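 note: channel opened by potassium depolarization with thallium stimulus after 20 min compound exposure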
KCNK9 block: KCNK9 potassium channel inhibitors, primary screen, HEK293 cells, thallium flux; 310,000 compounds, 1.2% hits; FluxOR thallium flux fluorescence; active compounds read low; B-score at 10 µM; Potassium channel subfamily K member 9 (Homo sapiens), Q9NPC2;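 active = ratio B-score over 3 SD below the library mean, with starting fluorescence within 5 SD of its mean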;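 note: negative B-score means less thallium flux so channel inhibition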
The depositor's hits bear a star; i = inactive; . = no result given.

SMILES	Dyrk1A ADPGlo	TRPC4 potent	ANO1 block	HDAC3 inh	KCNK3 block	hERG rescue	TRPC4 act	TMEM16A act	KCNQ1 pot	KCNQ1 block	KCNK9 block
Cc1cc(OCC(=O)NCCc2ccc(S(N)(=O)=O)cc2)c2c(C)c(C)c(=O)oc2c1	3.5	i	i	-10.5	i	-2.4	i	i	i	i	i
O=C(COc1ccc(F)cc1)N/N=C/c1cccc2cccnc12	.	i	i	8.5	i	-6.6	i	i	i	i	i
Cc1ccc(S(=O)(=O)NC2=C(N3CCN(Cc4ccccc4)CC3)C(=O)c3ccccc3C2=O)cc1	.	i	i	4.5	i	-14.8	i	i	i	i	i
O=S(=O)(Cc1ccccc1)NCC1CCCO1 (stereo not given)	0.9	i	i	5.7	i	4.7*	i	i	i	i	i
CCC(NS(=O)(=O)c1ccc2c(c1)Cc1cc(S(=O)(=O)NC(CC)C(=O)O)ccc1-2)C(=O)O (stereo not given)	-4.1	i	i	4.7	i	-6.2	i	i	i	i	i
Cc1cccc(NC(=O)CSc2nnc(-c3ccncc3)n2CC2CCCO2)c1 (stereo not given)	-6.6	i	i	0.7	i	-2.6	i	i	i	i	i
Cc1cc(C)c(C)c(S(=O)(=O)N2CCC(C(=O)Nc3ccncc3)CC2)c1C	2.0	i	i	2.2	i	-27.9	i	i	i	i	i
COC(=O)NC1CCC(NC(=O)OC)CC1 (stereo not given)	-1.0	i	i	0.2	i	-5.0	i	i	i	i	i
COc1ccc(-n2nc3c(c2NC(=O)C(C)Oc2ccccc2)CS(=O)C3)cc1 (stereo not given)	.	i	i	2.2	i	-6.6	i	i	i	i	i
CCOC(=O)c1sc(=NC(=O)COc2ccccc2)n(C)c1C	.	i	i	-0.2	i	-19.3	i	i	i	i	i
CCOc1cc(/C=C/C(=O)N(CC)CC(=O)NCc2cccs2)cc(Cl)c1OC	.	i	i	-0.1	i	-16.2	i	i	i	i	i
CCOC(=O)C1=C(C)S/C(=C\N(C)C)C1=O	4.3	i	i	1.4	i	-6.8	i	i	i	i	i
CCOc1ccc(N2C(=O)CC(NNc3nc4ccccc4s3)C2=O)cc1 (stereo not given)	.	i	i	1.8	i	-7.0	i	i	i	i	i
Cc1[nH]c(C)c(S(=O)(=O)N2CCN(c3cccc(C(F)(F)F)c3)CC2)c1C(=O)N1CCCC1	0.6	i	i	2.0	i	-5.3	i	i	i	i	i
Cc1nc(N2CCOCC2)nc(N2CCCCC2C)c1[N+](=O)[O-] (stereo not given)	.	i	i	2.8	i	-5.9	i	i	i	i	i
CCOC(=O)N1CCN(C(=O)CN(C2CCCCC2)S(=O)(=O)c2c(C)cc(C)cc2C)CC1	-4.8	i	i	9.1	i	-10.3	i	i	i	i	i
O=C(NCCCl)C1Cc2c(ccc3ccccc23)O1 (stereo not given)	-0.7	i	i	-4.3	i	-6.1	i	i	i	i	i
Cc1nn(CC(=O)Nc2ccc3c(c2)OCO3)c(C)c1Cl	7.2	i	i	3.1	i	-3.0	i	i	i	i	i
Cc1ccc(CCNC(=O)C2CCC(=O)N(Cc3ccccc3F)C2)o1 (stereo not given)	-1.9	i	i	-0.4	i	-9.6	i	i	i	i	i
CCN(CC)CCn1c2c(c(SCC(=O)Nc3ccc4c(c3)OCCO4)nc1=O)CCCC2	0.3	i	i	4.5	i	-13.4	i	i	i	i	i
COc1ccc(C(=O)O/N=C2\CCCc3nonc32)cc1	-2.5	i	i	12.6	i	-7.4	i	i	i	i	i
CC(=O)NCCCNc1ccc([N+](=O)[O-])cc1	6.4	i	i	-0.7	i	-6.2	i	i	i	i	i
CN(C)c1ncnc2c1NC1=C(S2)C(=NCCCC(=O)O)CC(C)(C)C1	12.1	i	i	10.6	i	-6.3	i	i	i	i	i
Cc1cc(=O)[nH]c(N/N=C/c2c(C)nn(-c3ccc(F)cc3)c2Cl)n1	.	i	i	1.7	i	-0.3	i	i	i	i	i
Cc1nc2cc(N)ccc2n1-c1ccccc1	0.6	i	i	-5.0	i	-3.9	i	i	i	i	i
SMILES	Dyrk1A ADPGlo	TRPC4 potent	ANO1 block	HDAC3 inh	KCNK3 block	hERG rescue	TRPC4 act	TMEM16A act	KCNQ1 pot	KCNQ1 block	KCNK9 block
Cc1ccc(-c2nc(C(F)(F)F)cc(=O)[nH]2)cc1	.	i	i	-10.1	i	-3.4	i	i	i	i	i
COc1ccccc1CNC(=O)C1CCCN(S(=O)(=O)c2cccc3nonc23)C1 (stereo not given)	-2.0	i	i	-0.7	i	-7.2	i	i	i	i	i
CCCCNC(=O)c1ccccc1NC(=O)CCSc1ccccc1	0.4	i	i	-1.5	i	-7.8	i	i	i	i	i
O=C(c1ccc2c3c(cccc13)CC2)C1CCCN(Cc2ccccn2)C1 (stereo not given)	12.5	i	i	-3.7	i	-14.2	i	i	i	i	i
Cc1ccc(CN2CC(C(=O)N3CCN(S(=O)(=O)c4cccc(F)c4)CC3)CC2=O)cc1 (stereo not given)	-0.5	i	i	-9.1	i	-10.2	i	i	i	i	i
CN(CC(=O)NCc1ccco1)S(=O)(=O)c1cccc2cccnc12	1.7	i	i	-2.8	i	-0.6	i	i	i	i	i
CC1=C(C)CC(C(=O)Nc2nccs2)C(C(=O)O)C1 (stereo not given)	-6.6	i	i	2.6	i	-1.5	i	i	i	i	i
COc1ccc(CNC(=O)COC(=O)c2ccc(F)c(S(=O)(=O)N3CCCCC3)c2)cc1OC	0.6	i	i	.	i	-15.1	i	i	i	i	i
COc1cccc2c1C(=O)C=C(C)C2=O	-2.0	i	25*	-2.3	i	0.1	i	i	i	i	i
CC1CCN(C(=O)Cn2c(=O)n(Cc3ccco3)c(=O)c3sccc32)CC1	-0.7	i	i	10.0	i	-7.5	i	i	i	i	i
CC1(C)Cc2nc(Cl)c(C(N)=O)cc2CO1	7.2	i	i	2.1	i	-0.9	i	i	i	i	i
O=C(CSc1nnnn1-c1ccc(C(=O)O)cc1)NC1CC1	-3.9	i	i	-1.0	i	-9.4	i	i	i	i	i
Cc1ccc(C)c(N(C)S(=O)(=O)c2cccc3nsnc23)c1	4.9	i	i	-1.9	i	-11.4	i	i	i	i	i
C=CCOc1ccccc1CN1CCC(Cc2ccccc2)CC1	-0.6	i	i	-2.3	i	-5.0	i	i	i	i	i
Cc1ccc(S(=O)(=O)/N=C(/c2ccc(F)cc2)N2CCOCC2)cc1	-3.0	i	i	-5.6	i	-3.7	i	i	i	i	i
CCOc1ccc(S(=O)(=O)N2Cc3ccccc3CC2C(=O)O)cc1 (stereo not given)	3.0	i	i	-1.2	i	-12.4	i	i	i	i	i
CCN(CC)C(=O)Cn1cc(C(=O)C2CC2)c2ccccc21	.	i	i	-11.0	i	2.5	i	i	i	i	i
O=C(NCc1ccc(F)cc1)c1ccc(Br)o1	-3.7	i	i	1.4	i	-8.9	i	i	i	i	i
O=C(Nc1cccc(Cl)c1)N(CCCN1CCOCC1)Cc1ccccc1F	2.8	i	i	5.4	i	-13.1	i	i	i	11*	i
COc1ccc(-n2nc3ccccc3n2)cc1	5.5	i	i	3.0	i	-12.2	i	i	i	i	i
Cc1cc(NC(=O)CN2CCC(O)(c3cccc(F)c3)CC2)no1	27.2	i	i	-3.0	i	-1.8	i	i	i	i	i
S=C(Nc1ccc(Br)cc1)NC1CCN(Cc2ccccc2)CC1	7.7	i	25*	7.1	i	-6.6	i	i	i	i	i
CCCOC(=O)CCNc1n[nH]c(=O)[nH]c1=O	1.1	i	i	1.8	i	-8.7	i	i	i	i	i
Cc1ccc2nc(SCC(=O)Nc3cccc(S(=O)(=O)N(C)C)c3)[nH]c2c1	-2.8	i	i	1.9	i	-16.2	i	i	i	i	i
CNc1c(C(=O)O)ccc2c1C(=O)c1ccccc1C2=O	44.2	i	i	-1.0	i	0.0	i	i	i	i	i
SMILES	Dyrk1A ADPGlo	TRPC4 potent	ANO1 block	HDAC3 inh	KCNK3 block	hERG rescue	TRPC4 act	TMEM16A act	KCNQ1 pot	KCNQ1 block	KCNK9 block
Cc1ccc(C)c(NS(=O)(=O)c2csc(C(N)=O)c2)c1	2.2	i	i	3.1	i	-4.0	i	i	i	i	i
Cc1ccccc1NC(=O)Cn1nc(C)n2cccc2c1=O	-7.0	i	i	-4.1	i	-11.2	i	i	i	i	i
COC(=O)c1ccccc1N=Nc1c(C)noc1C	0.1	i	i	-0.2	i	-0.1	i	i	i	i	i
COc1ccc(-c2nnc(CSc3nnc(-c4ccncc4)n3C3CCCCC3)o2)cc1OC	-7.6	i	i	2.2	i	-6.1	i	i	i	i	i
CCc1ccccc1NC(=O)CSc1nc2[nH]c(=O)cc(O)c2s1	0.9	i	i	3.9	i	-6.8	i	i	i	i	i
Cc1noc(C)c1COC(=O)c1cnc(Cl)c(Cl)c1	.	i	i	0.2	i	-2.8	i	i	i	i	i
Cn1c(=O)oc2cc(S(=O)(=O)NCCC(=O)N3CCc4ccccc43)ccc21	5.3	i	i	-5.1	i	-9.1	i	i	i	i	i
CCC(C)NC(=O)CSc1nnc(-c2ccc(C(C)(C)C)cc2)n1C (stereo not given)	-3.9	i	i	3.7	i	-9.1	i	i	i	i	i
O=C(Nc1ccc(C(F)(F)F)cc1)c1cnc(N2CCN(c3ccccn3)CC2)c2ccccc12	-0.9	i	i	-6.6	i	-8.2	i	i	i	i	i
COc1cc(OC)c(CNC2CCCCCC2)cc1Br	0.0	i	i	0.6	i	-1.4	i	i	i	i	i
Cc1ccc2c(c1)N(CC(=O)NC1CCCC1)C(=O)C(C)O2 (stereo not given)	-3.3	i	i	-4.4	i	-11.1	i	i	i	i	i

Only part of the results is shown (hit frequency here may not be typical).
